KDM5B inh = blocks human KDM5B histone demethylase activity. Q9UGL1. KDM5B demethylase, FDH-coupled NADH fluorescence (FDH is formaldehyde dehydrogenase). Potency, µM (series often up to 57.7 µM), inactives show top-dose activity change, negative = inhibition, usual class: inhibitors. 220,000 tested, 2.6% active. AID 1347165; active = well fitted inhibition curve with a large enough effect; inconclusive = small, poorly fitted or top-dose-only effect; inactive = no such curve, though single readings can be large or run the other way; note: 0% is about no effect; nearly all actives have a fitted effect of over 70% in size
Target sequence (Q9UGL1 whole entry, looked up): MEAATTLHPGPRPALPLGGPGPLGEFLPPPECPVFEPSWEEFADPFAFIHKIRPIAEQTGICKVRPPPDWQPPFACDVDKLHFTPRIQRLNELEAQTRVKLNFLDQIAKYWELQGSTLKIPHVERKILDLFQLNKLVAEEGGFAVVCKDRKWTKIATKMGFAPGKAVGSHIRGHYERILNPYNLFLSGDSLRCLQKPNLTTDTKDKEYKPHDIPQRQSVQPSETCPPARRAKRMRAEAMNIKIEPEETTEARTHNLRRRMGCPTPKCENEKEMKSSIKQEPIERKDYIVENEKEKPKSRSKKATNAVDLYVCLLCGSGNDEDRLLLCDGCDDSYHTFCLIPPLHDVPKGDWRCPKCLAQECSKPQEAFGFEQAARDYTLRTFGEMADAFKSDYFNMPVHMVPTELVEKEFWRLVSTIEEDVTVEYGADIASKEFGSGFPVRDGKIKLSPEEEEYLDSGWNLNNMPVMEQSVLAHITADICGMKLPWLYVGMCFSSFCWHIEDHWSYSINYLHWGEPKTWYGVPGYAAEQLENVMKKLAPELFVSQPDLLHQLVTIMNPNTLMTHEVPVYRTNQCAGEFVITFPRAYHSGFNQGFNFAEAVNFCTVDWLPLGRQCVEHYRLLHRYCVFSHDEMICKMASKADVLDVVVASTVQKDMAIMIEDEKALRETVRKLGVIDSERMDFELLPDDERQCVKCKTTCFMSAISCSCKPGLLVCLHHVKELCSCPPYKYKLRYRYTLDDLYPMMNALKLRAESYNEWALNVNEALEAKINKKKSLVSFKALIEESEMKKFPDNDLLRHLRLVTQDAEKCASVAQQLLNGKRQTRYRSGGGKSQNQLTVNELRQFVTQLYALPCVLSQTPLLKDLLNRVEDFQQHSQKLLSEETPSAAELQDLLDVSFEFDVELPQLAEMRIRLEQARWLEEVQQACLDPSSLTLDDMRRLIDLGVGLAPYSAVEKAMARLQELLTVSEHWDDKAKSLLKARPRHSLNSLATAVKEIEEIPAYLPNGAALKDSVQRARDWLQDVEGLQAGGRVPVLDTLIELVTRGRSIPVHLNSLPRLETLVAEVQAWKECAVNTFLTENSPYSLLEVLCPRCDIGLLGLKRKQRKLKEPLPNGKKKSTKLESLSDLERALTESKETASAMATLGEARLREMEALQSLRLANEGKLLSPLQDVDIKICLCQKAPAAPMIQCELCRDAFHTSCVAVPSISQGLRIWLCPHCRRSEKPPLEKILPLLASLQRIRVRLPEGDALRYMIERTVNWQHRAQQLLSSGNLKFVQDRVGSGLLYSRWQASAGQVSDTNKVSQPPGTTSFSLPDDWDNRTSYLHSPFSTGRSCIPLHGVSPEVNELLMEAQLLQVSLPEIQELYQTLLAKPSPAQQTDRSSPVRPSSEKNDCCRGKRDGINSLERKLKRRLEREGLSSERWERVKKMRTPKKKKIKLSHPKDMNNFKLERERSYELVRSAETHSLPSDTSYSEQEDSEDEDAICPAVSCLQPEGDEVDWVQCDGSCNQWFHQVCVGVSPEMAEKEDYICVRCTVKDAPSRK
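qHTS format, multiple compound concentrations. Buffer 50 mM HEPES pH 7.5/0.01% Tween-20; 200 nM KDM5BΔAP final; 10 min compound preincubation; substrate-mix levels 12.5 µM peptide, 25 µM α-KG, 0.25 mM NAD⁺; 30 min RT; ΔRFU.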
* marks the source's active call; other numbers are inactive results; & = joins results of further samples; [ ] = remark or other dose. Potency is the fitted concentration of half-maximal effect. Only part of the results is shown. The share of hits here may be higher or lower than overall.

`Cc1cc(NC(=O)c2cccc([N+](=O)[O-])c2)no1` gave KDM5B inh -4.8%.
CCOC(=O)c1ccccc1NC(=O)CCc1nc(-c2ccc(C)cc2)no1 was read as KDM5B inh inconclusive.
For COCCNC(=O)COc1ccc2c(C)cc(=O)oc2c1 the results were KDM5B inh inconclusive.
For CSc1ccc(/C=C2\N=C(c3ccc(C)cc3)OC2=O)cc1 the results were KDM5B inh 16.9%.
`C=CCn1c(CC)nc2ccccc21` gave KDM5B inh 17.2%.
`Cc1nccn1CC(=O)N1C[C@@H](COCC2CC2)[C@H](c2ccncc2)C1` gave KDM5B inh -16.0%.
For O=C(Nc1cc(F)ccc1F)N1CCOc2ccc(CN3CCc4ccccc4C3)cc2C1 the results were KDM5B inh -22.1%.
Screening Cc1cc(C)cc(N2CCn3c2nc2c3c(=O)n(Cc3ccc(Cl)cc3)c(=O)n2C)c1 returned KDM5B inh -23.5%.
CCOc1ccc(Cn2nnc(C(=O)Nc3cccc(SC)c3)c2N)cc1 was read as KDM5B inh -14.1%.
`COC(=O)C1C(=O)CC(C)(O)C(C(=O)OC)C1c1cccc(F)c1` (stereo not drawn) gave KDM5B inh 29.6%.
For Cc1ccccc1-n1ncc(C(C)NC(=O)c2cn[nH]c2-n2cnnn2)c1C (stereo not drawn) the results were KDM5B inh 8.5%.
Screening O=C(O)c1cc2c(s1)CCN(C(=O)c1ccccc1)C2 returned KDM5B inh 14.5%.
Cc1ccc(C#N)c(=O)n1CC(=O)Nc1ccccc1C(F)(F)F was read as KDM5B inh inconclusive.
For O=C(O)c1ccc2c(c1)oc1ccccc12 the results were KDM5B inh 10.9%.
CCC(C(=O)N1CCN(c2cccc(C)c2C)CC1)n1nc(C)c2sc3ccccc3c2c1=O (stereo not drawn) was read as KDM5B inh 1.5%.
For O=S1(=O)NCC(O)c2sccc21 (stereo not drawn) the results were KDM5B inh 8.5%.
For CC(C)c1nc(Cn2cnc3c2c(=O)n(C)c(=O)n3C)cs1 the results were KDM5B inh 8.0%.
COc1ccc(C(=O)N2CCC3(CC2)N(CC2CC2)C(=O)CS3=O)cn1 (stereo not drawn) was read as KDM5B inh -11.8%.
Screening COc1ccc(CN2CCC3(COC(=O)N3Cc3ccccn3)C2)cn1 (stereo not drawn) returned KDM5B inh inconclusive.
`Cc1ccc(NC(=O)CSc2nc(=O)cc(N)n2-c2ccccc2)cc1` gave KDM5B inh -12.7%.
CN(C)C(=O)C1CN(C(=O)CCc2ncc(-c3ccc(Cl)cc3Cl)o2)c2ccccc2O1 (stereo not drawn) was read as KDM5B inh -14.6%.
CCCNc1nc2ccccc2nc1C(=O)Nc1ccccc1 was read as KDM5B inh 21.2%.
O=[N+]([O-])c1ccc(Cl)nc1 was read as KDM5B inh 31.0%.
`CCOC(=O)C(C#N)C1(Cc2ccccc2)CCOC(C)(C)C1` (stereo not drawn) gave KDM5B inh 4.1%.
Screening Cc1ccc(C(=O)C(CC(=O)c2ccccc2)S(=O)(=O)c2ccc(C)cc2)cc1 (stereo not drawn) returned KDM5B inh inconclusive.
Screening O=C(NCCC1=CCCCC1)C1CCN(C(=O)N2CCOc3ccc(Cl)cc32)CC1 returned KDM5B inh -4.0%.
For Cl/C(=C/c1ccc(Cl)cc1)c1ncc(-c2ccc(Cl)cc2)o1 the results were KDM5B inh inconclusive.
`CS(=O)(=O)Nc1ccccc1CNC(=O)C1CCCC1` gave KDM5B inh 10.9%.
For O=c1c2sc3ccccc3c2n(Cc2ccccc2F)c(=O)n1CCc1ccccc1 the results were KDM5B inh inconclusive.
For CC(C)(C)c1ccc(Oc2ccc(NC(=O)c3ccccc3C(=O)O)cn2)cc1 the results were KDM5B inh 18.0%.
`CCN(CC)C(=O)C(=O)c1c(-c2ccccc2)[nH]c2ccccc12` gave KDM5B inh 3.9%.
Screening COc1ccccc1NC(=O)c1sc2nc3c(cc2c1N)CN(Cc1ccccc1)CC3 returned KDM5B inh 24.6%.
Screening O=C(Nc1ccc(Cl)cc1)c1ccc2c3c(cccc13)CC2 returned KDM5B inh 10.7%.
Screening Cc1cc(Cl)ccc1OCCCc1n[nH]c(=S)n1C returned KDM5B inh -0.8%.
`O=C(Nc1cccc(Cl)c1Cl)c1ccc2c(c1)N(Cc1cccc(Cl)c1)C(=O)c1ccccc1S2(=O)=O` gave KDM5B inh inconclusive.
Screening CC(=O)Nc1cccc(-c2ccc3ncn(Cc4ccccn4)c(=O)c3n2)c1 returned KDM5B inh -25.9%[86.2 µM].
For Cn1cc(CN2C[C@H](C(=O)Nc3ccccc3)C[C@H]2c2cccc(C(F)(F)F)c2)cn1 the results were KDM5B inh -3.7%[86.2 µM].
`COC(=O)CCNC(=O)N1CCN(c2nnc(C)c3c(C)n(-c4ccc(Cl)cc4)nc23)CC1` gave KDM5B inh -11.3%.
Screening CC(C)c1ccc(NC(=O)CC2Oc3ccccc3NC2=O)cc1 (stereo not drawn) returned KDM5B inh -0.3%&-25.6%.
For Cc1cc(C)cc(NC(=O)C2CC(=O)N(c3n[nH]c4cccc(F)c34)C2)c1 (stereo not drawn) the results were KDM5B inh inconclusive.
Screening CN1C[C@@H]2CCCN3CCC[C@@H]([C@H]23)[C@H]1CCCC(=O)NCCN1CCCC1 returned KDM5B inh -25.1%.
For COCCn1nnnc1C1CC2(CCOCC2)C(=O)N1Cc1ccc(F)cc1 (stereo not drawn) the results were KDM5B inh 6.0%.
For Cc1cnc(C(=O)NC2C[C@H]3CC[C@@H](C2)N3C(=O)COc2ccccc2)cn1 (stereo partly drawn) the results were KDM5B inh -16.2%.
Screening Cc1ccc(Cn2c(CN3CCC(C(=O)NCc4cccnc4)CC3)cc3ccccc32)cc1 returned KDM5B inh -24.7%.
`CCn1cc(C(=O)NCCC(C)C)c(=O)c2cc(S(=O)(=O)N(C)C3CCCCC3)ccc21` gave KDM5B inh -7.3%.
Screening CC(C)Cc1nnc(NC(=O)c2cccc3c2ccn3C)s1 returned KDM5B inh inconclusive.
COc1ccc(OC)c(NC(=O)c2cccc(S(=O)(=O)N3CCN(C(C)=O)CC3)c2)c1 was read as KDM5B inh 17.7%.
CSc1ccc(Cl)c(C(=O)Nc2ccc3c(c2)CCC3)c1 was read as KDM5B inh -15.7%.
For C=Cc1ccc(Cn2c(C(=O)O)c(CNCc3cc(Br)ccc3OC)c3ccc(C)cc32)cc1 the results were KDM5B inh -4.5%.
OCc1ncc(-c2ccccc2)s1 was read as KDM5B inh 46.9%[activator].
O=C(c1ccc(Cn2cncn2)cc1)N1CCN(c2cccc(Cl)c2)CC1 was read as KDM5B inh -5.1%.
CCc1cc(C(=O)N/N=C/c2ccncc2)cs1 was read as KDM5B inh -4.1%.
For COCCNC(=O)CCC1CCN(C(=O)c2ccccc2Cl)CC1 the results were KDM5B inh 20.0%.
Screening O=C(CCC1CCN(C(=O)c2ccccc2)CC1)Nc1ccc(F)c(F)c1 returned KDM5B inh 14.9%.
CCc1nc(-c2c3n(c(=O)n(CC(=O)Nc4cc(C)ccc4C)c2=O)CCCCC3)no1 was read as KDM5B inh 23.4%.
For O=C(C1CCN(S(=O)(=O)c2cccc3nonc23)CC1)N1CCN(c2ccc(F)cc2)CC1 the results were KDM5B inh inconclusive.
Screening CC1CCN(C(=O)Cn2c(=O)oc3cc(S(=O)(=O)N4CCCCC4)ccc32)CC1 returned KDM5B inh -20.8%.
For CN1CCC2(CC1)CN(C(=O)Nc1ccccc1)Cc1ccccc1O2 the results were KDM5B inh 27.2%.
Screening COc1cccc(C(=O)Nc2ccc(N3CCN(C(=O)c4ccccc4C)CC3)cc2)c1 returned KDM5B inh -6.5%.
Screening Clc1ccc(CN2CCN(c3ncnc4nc[nH]c34)CC2)cc1 returned KDM5B inh 21.4%.

3 structures already listed, ordered by molecular weight, ascending.
For Cc1cnc(C(=O)NC2C[C@H]3CC[C@@H](C2)N3C(=O)COc2ccccc2)cn1 (stereo partly drawn) the results were KDM5B inh -16.2%.
Screening COc1cccc(C(=O)Nc2ccc(N3CCN(C(=O)c4ccccc4C)CC3)cc2)c1 returned KDM5B inh -6.5%.
Screening Cc1ccc(Cn2c(CN3CCC(C(=O)NCc4cccnc4)CC3)cc3ccccc32)cc1 returned KDM5B inh -24.7%.

Later entries
`COc1ccc(C(C)=O)cc1COC(=O)c1cc(Br)ccc1Cl` gave KDM5B inh -0.2%.
`CC(C)COc1ccc(C(=O)Nc2ccc(N3CCOCC3)cc2N2CCOCC2)cc1` gave KDM5B inh inconclusive.
Screening CNC(=O)[C@H]1C[C@H](Oc2ccccc2)CN1C(=O)c1ccc(Cc2c(C)noc2C)o1 returned KDM5B inh -18.7%.
O=C(Cn1nc(Cc2cccnc2)c2ccccc2c1=O)Nc1cccc(C(F)(F)F)c1 was read as KDM5B inh inconclusive.
`Cc1cc(C(=O)NCc2ccncc2)c2c(C3CCNC3)noc2n1` (stereo not drawn) gave KDM5B inh inconclusive.
`Cc1noc([C@@H]2CN(Cc3cccnc3)C[C@H]2CO)n1` gave KDM5B inh 8.6%.
Screening CCn1ccc2c(OCC(=O)Nc3ccc(C(C)=O)cc3)cccc2c1=O returned KDM5B inh -12.7%.
For Cc1c(C(=O)N(C)C2CCN(CCc3ccccn3)CC2)oc2ccccc12 the results were KDM5B inh 10.5%.
Screening CCOC(=O)c1ccc(N2C(=O)c3[nH]nc(-c4ccc(OC)cc4)c3C2c2cccc(O)c2)cc1 (stereo not drawn) returned KDM5B inh inconclusive.
`CCN1CCN(c2oc(-c3ccccc3OC)nc2C#N)CC1` gave KDM5B inh inconclusive.
`CO[C@@H]1COCC[C@H]1NC(=O)CCSc1ccc2c(c1)OCCO2` gave KDM5B inh 12.0%.
For CN(C)c1ccc(CNC(=O)c2ccc(NC(=O)c3nsc4ccccc34)cc2)cc1 the results were KDM5B inh 3.3%.
`Cc1ccc(C(=O)NC2CCN(c3cnn(CC4CC4)c(=O)c3)CC2)c(C)c1` gave KDM5B inh -10.1%.
O=C(CCNC(=O)c1ccc(Cl)cc1)Nc1cccc(S(=O)(=O)N2CCCCC2)c1 was read as KDM5B inh -4.3%.
For N=c1nnc(-c2ccc(Cl)cc2)cn1O the results were KDM5B inh 10.8%.
Screening O=C(Nc1ccc(-c2nc3ccccc3o2)cc1)C(F)(F)F returned KDM5B inh -23.3%.
Screening Cc1nn(C(=O)CCCC(=O)N2CCC(Cc3nncn3C)CC2)c2ccccc12 returned KDM5B inh -13.5%.
For O=C(NC1CCN(c2cc(-c3cccs3)[nH]n2)C1)c1ccc(Br)cc1 (stereo not drawn) the results were KDM5B inh 4.47µM*.
Cc1cc(C)c(S(=O)(=O)NCc2ccc3c(c2)CCN3C(=O)c2ccccc2)c(C)c1 was read as KDM5B inh -19.5%.
For O=C(O)c1ccccc1C(=O)NC1CCN(c2nccc(C(F)(F)F)n2)CC1 the results were KDM5B inh 31.1%.
Screening COc1ccc(C(=O)Nc2ccc([C@H]3OCC(=O)N(C)[C@@H]3CO)cc2)cc1 returned KDM5B inh 21.7%[86.2 µM].
`COc1cc(OC)c(C(=O)Nc2cc(C(C)(C)C)on2)cc1OC` gave KDM5B inh 25.6%.
COc1ccc2[nH]c3c(c2c1)CCNC31CCN(C(=O)c2cc(C)[nH]n2)CC1 was read as KDM5B inh -25.0%.
For O=C(CCSc1ccc(F)cc1)Nc1ccc(N2CCOCC2)cc1 the results were KDM5B inh 6.3%.
CCc1ccccc1NC(=O)C(CCSC)NS(=O)(=O)c1ccc2c(c1)oc(=O)n2C (stereo not drawn) was read as KDM5B inh -12.0%.
CN1CC(=O)N(C2CCCNC2)Cc2c(NCCCO)ncnc21 (stereo not drawn) was read as KDM5B inh inconclusive.
`CCNC(=O)NC[C@@H]1C=C(C)[C@H](CC(=O)N2CCN(C(C)=O)CC2)C[C@H]1C(C)C` gave KDM5B inh -0.9%[86.2 µM].
COc1ccc(OCC(O)CNC(=O)c2ccccc2)cc1 (stereo not drawn) was read as KDM5B inh 24.9%.
`CC(C)CCN1CCC(N2CCN(C(=O)c3ccccc3Br)CC2)C1=O` (stereo not drawn) gave KDM5B inh 14.6%.
Screening O=C(CCC1CCN(C(=O)c2ccccc2)CC1)NCCCN1CCCc2ccccc21 returned KDM5B inh 10µM*.
Screening COc1cccc(C2=C(C(C)=O)Sc3nncn3N2C(C)=O)c1 returned KDM5B inh -24.7%.
Screening COc1ccc2cc(-c3nc(Cl)c4c5c(sc4n3)CC(C)CC5)c(=O)oc2c1 (stereo not drawn) returned KDM5B inh inconclusive.
Screening Cc1ccc2nc3c(c(N)c2c1)CCN3C returned KDM5B inh inconclusive.
Screening COc1ccc2c(c1)c(=O)c(S(=O)(=O)c1ccc(C)cc1)cn2C returned KDM5B inh 6.1%.
O=c1cc(-c2ccc(Cl)cc2)oc2cc(O)ccc12 was read as KDM5B inh -19.7%.
`O=C(NC(=O)c1ccccc1)Nc1cccc(Cl)c1` gave KDM5B inh 13.3%.
Screening COc1cccc(/C=N/NC(=O)C(=O)N2CCCCCC2)c1O returned KDM5B inh inconclusive.
CNC(=O)[C@@H]1CN(C(=O)c2nn(C)c3ccccc23)C[C@H]1c1n[nH]c(C)n1 was read as KDM5B inh 12.6%.
For O=C(Nc1cc(C(F)(F)F)ccc1Cl)c1nc2ccccc2nc1N1CCCCC1 the results were KDM5B inh -2.4%.

Six entries drawn at random from those above, as already listed:
`CCNC(=O)NC[C@@H]1C=C(C)[C@H](CC(=O)N2CCN(C(C)=O)CC2)C[C@H]1C(C)C` gave KDM5B inh -0.9%[86.2 µM].
COc1ccc2[nH]c3c(c2c1)CCNC31CCN(C(=O)c2cc(C)[nH]n2)CC1 was read as KDM5B inh -25.0%.
`COc1cc(OC)c(C(=O)Nc2cc(C(C)(C)C)on2)cc1OC` gave KDM5B inh 25.6%.
Screening O=C(CCC1CCN(C(=O)c2ccccc2)CC1)NCCCN1CCCc2ccccc21 returned KDM5B inh 10µM*.
`CC(C)CCN1CCC(N2CCN(C(=O)c3ccccc3Br)CC2)C1=O` (stereo not drawn) gave KDM5B inh 14.6%.
CCc1ccccc1NC(=O)C(CCSC)NS(=O)(=O)c1ccc2c(c1)oc(=O)n2C (stereo not drawn) was read as KDM5B inh -12.0%.

Source: PubChem BioAssay
